Screening data: PubChem, Sanford-Burnham Center for Chemical Genomics
hIAP inh: human IAP inhibitors, primary screen, biochemical, luminescence, uHTS. Intestinal-type alkaline phosphatase (Homo sapiens), P09923. purified IAP, CDP-Star luminescence, 30 min. inhibition, % at 10 µM. 0.12% of 330,000 active. AID 2544, 2010;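 active = inhibition reaching a set limit with compound at 10 µM in the primary screen, cut at about 35% in these data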;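 note: plate controls were DMSO wells with enzyme for no effect and no-enzyme buffer wells for full effect; values of inactives mirror those of a sister screen read the other way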
Target sequence (P09923 whole entry, looked up): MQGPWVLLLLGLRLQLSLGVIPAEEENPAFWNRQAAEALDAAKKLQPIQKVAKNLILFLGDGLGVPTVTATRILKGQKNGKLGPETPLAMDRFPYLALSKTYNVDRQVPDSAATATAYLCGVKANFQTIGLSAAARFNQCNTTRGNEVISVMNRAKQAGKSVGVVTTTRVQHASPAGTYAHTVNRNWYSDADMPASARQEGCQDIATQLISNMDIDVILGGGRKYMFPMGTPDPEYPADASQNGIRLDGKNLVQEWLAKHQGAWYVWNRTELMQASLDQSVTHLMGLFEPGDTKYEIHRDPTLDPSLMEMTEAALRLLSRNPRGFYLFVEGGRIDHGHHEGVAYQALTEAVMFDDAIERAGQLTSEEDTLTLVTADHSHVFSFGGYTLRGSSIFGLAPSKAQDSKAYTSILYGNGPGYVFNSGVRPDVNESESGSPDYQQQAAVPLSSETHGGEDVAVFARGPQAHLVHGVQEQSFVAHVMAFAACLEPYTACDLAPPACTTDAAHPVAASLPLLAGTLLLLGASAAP
beta cell repl: inducers of MIN6 beta-cell proliferation, primary screen, ATP luminescence, uHTS; MIN6 cells proliferation, ATPlite luminescence, 48 h; cells starved in 0.2% serum; 100% = growth in 10% serum; proliferation, % at 10 µM; 0.29% of 330,000 active;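 active = compounds whose signal lies at least 3.5 SD above the mean of all wells on their plate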;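 note: 0% = DMSO-treated cells in low-serum medium and 100% = 10% serum control; some compounds called inactive have numbers as strong as hits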
tim10-1 inh: growth inhibitors of tim10-1 mutant yeast, primary screen, luminescence, uHTS. 2.2% of 330,000 active. inhibition, % at 20 µM. AID 463190, 2010. S. cerevisiae tim10-1 ts strain growth, BacTiter-Glo, 24 h;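 active = inhibition of at least 40%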;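 note: mutant grown at 25 °C; 0% = DMSO wells with yeast and 100% = wells holding no yeast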
TIM10 inh: growth inhibitors of isogenic TIM10 control yeast, primary screen, counter-screen for tim10-1 yeast inhibitor project, luminescence, uHTS; S. cerevisiae TIM10 strain growth, BacTiter-Glo luminescence, 24 h; inhibition, % at 10 µM; 1.4% of 330,000 active;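 active = inhibition of 40% or more at the single tested concentration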;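 note: wild-type TIM10 isogenic control strain grown at permissive 25 °C; 0% = DMSO yeast wells and 100% = minimal medium wells without yeast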
mIAP act: activators of mouse IAP, primary screen, biochemical, luminescence, uHTS. intestinal alkaline phosphatase [Mus musculus]. muIAP, CDP-Star luminescence, 30 min; stronger effect = higher value; 1 = vehicle-only enzyme signal, 0 = enzyme-free wells. activation factor at 10 µM. 0.24% of 330,000 active. AID 2805, 2010;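 active = activation factor of at least 2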; note: the source names both 10 and 20 µM as test concentration; values of inactives mirror those of a sister screen read the other way
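Assay system: mouse IAP enzyme / Compound: DMSO-dissolved test compounds / Timing: 30 min, room temperature / Measured by: luminescence from enzymatic CDP-Star hydrolysis / Control set: DMSO-only wells, enzyme-free buffer wells as negative control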
mIAP block: inhibitors of mouse IAP, primary screen, biochemical, luminescence, uHTS | AID 2806, 2010 | purified mouse IAP, CDP-Star luminescence, 30 min | inhibition, % at 10 µM | 0.2% of 330,000 active;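 active = inhibition of at least 40% at 10 µM in the primary screen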;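 note: plate controls were DMSO with enzyme for no effect and no enzyme wells for full effect; values of inactives mirror those of a sister screen read the other way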
APOBEC3G inh: APOBEC3G DNA deaminase inhibitors, primary screen, biochemical, fluorescence, single-stranded DNA substrate, uHTS. DNA dC->dU-editing enzyme APOBEC-3G (Homo sapiens), Q9HC16. recombinant A3G, ssDNA deamination FAM/TAMRA fluorescence. inhibition, % at 20 µM. 0.28% of 330,000 active;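 active = inhibition of at least 40% at 20 µM, with no more than 30% in the related APOBEC3A deaminase screen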;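 note: plate controls were DMSO wells with A3G for no effect and wells lacking A3G enzyme for full effect; some compounds called inactive have numbers as strong as hits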
A3A deaminase: APOBEC3A ssDNA deaminase inhibitors, primary screen, selectivity assay for APOBEC3G inhibitor project, biochemical, FAM/TAMRA oligo cleavage fluorescence; inhibition, % at 20 µM; AID 493011, 2011; 0.41% of 330,000 active; DNA dC->dU-editing enzyme APOBEC-3A (Homo sapiens), P31941; recombinant A3A, FAM/TAMRA ssDNA deamination fluorescence;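 active = at least 40% inhibition at 20 µM here, with at most 30% in a related deaminase screen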;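 note: plate controls were A3A with DMSO for no effect and wells lacking A3A enzyme for full effect; some results filed as inactive read as strong as hits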
Target sequence (P31941 whole entry, looked up): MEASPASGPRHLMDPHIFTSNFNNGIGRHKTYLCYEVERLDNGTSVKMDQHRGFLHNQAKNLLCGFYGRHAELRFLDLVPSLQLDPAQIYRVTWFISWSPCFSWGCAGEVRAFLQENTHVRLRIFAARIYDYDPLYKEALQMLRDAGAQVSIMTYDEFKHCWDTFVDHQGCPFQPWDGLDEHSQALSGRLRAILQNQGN
NLRP3 yeast inh: NALP3 inflammasome inhibitors in reconstituted yeast, primary screen, luminescence, uHTS; Yeast reconstituted NLRP3/ASC/caspase-1, beta-gal luminescence, 24 h; inhibition, % at 10 µM; 0.39% of 330,000 active;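 active = inhibition of 50% or more; inactive = inhibition below 50%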;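 note: plate controls were induced DMSO wells for no effect and uninduced yeast grown without galactose for full effect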
* = called active by the depositor.

SMILES	hIAP inh	beta cell repl	tim10-1 inh	TIM10 inh	mIAP act	mIAP block	APOBEC3G inh	A3A deaminase	NLRP3 yeast inh
COc1ccc(S(=O)(=O)N2CCc3ccccc32)cc1C(=O)O	-17	1	-13	-8	0.95	5	-6	0	23
Cc1ccc(Cc2cnc(NC(=O)c3cccs3)s2)cc1	-6	-3	35	54*	0.95	4	-6	-3	23
CCCCC1=CC2=CC(=O)C(C)(OC(=O)C3CCCC3)C(=O)C2=CO1 (stereo not drawn)	-4	5	33	14	1	-4	-9	-1	1
CCN(C(=O)CSc1nc2cc(Cl)ccc2c(=O)n1CC(C)C)C1CCS(=O)(=O)C1 (stereo not drawn)	-2	2	-11	15	0.98	2	-1	1	16
COc1ccccc1Cn1c(C(C)C)nc2ccccc21	8	3	13	25	0.96	4	-6	2	0
CCOc1ccc(NC(=O)CN(c2ccc(OCC)cc2)S(=O)(=O)c2c(C)[nH]c(=O)[nH]c2=O)cc1	19	-1	-1	-2	0.95	5	-5	0	16
CS(=O)(=O)N1CCN(c2ccc(NC(=O)CSc3ccc(Cl)cc3)cc2)CC1	-9	-2	11	16	1	0	-8	-4	9
NC(=O)c1cc(C(N)=O)nc(Cl)n1	4	-2	-3	6	1.1	-7	-1	-1	12
C/C=C/C(=O)N1CC2(CC(c3cccc(NC(=O)CC)c3)=NO2)C[C@H]1C(N)=O (stereo partly drawn)	-10	-3	-6	-2	1	-4	0	-1	1
CCCN(CCC)CCCNC(=O)c1cc2c(-c3ccc(OC)c(OC)c3)nn(C)c2s1	-71	-3	8	-3	1.3	-26	-5	3	5
CC1CCCCC1NC(=O)C1CCN(C(=O)c2sccc2-n2cccc2)CC1 (stereo not drawn)	0	1	15	2	1.2	-15	3	0	12
Cc1ccc(-c2csc(/C=C3\SC(C)C(=O)N3CC(=O)Nc3ccccc3F)n2)cc1 (stereo not drawn)	-7	-4	10	-5	0.86	14	3	-1	0

Another view of 2 compounds above:
CCOc1ccc(NC(=O)CN(c2ccc(OCC)cc2)S(=O)(=O)c2c(C)[nH]c(=O)[nH]c2=O)cc1
  hIAP inh: 19	beta cell repl: -1	tim10-1 inh: -1	TIM10 inh: -2	mIAP act: 0.95	mIAP block: 5	APOBEC3G inh: -5	A3A deaminase: 0	NLRP3 yeast inh: 16

Cc1ccc(Cc2cnc(NC(=O)c3cccs3)s2)cc1
  hIAP inh: -6	beta cell repl: -3	tim10-1 inh: 35	TIM10 inh: 54*	mIAP act: 0.95	mIAP block: 4	APOBEC3G inh: -6	A3A deaminase: -3	NLRP3 yeast inh: 23

Carrying on.
SMILES	hIAP inh	beta cell repl	tim10-1 inh	TIM10 inh	mIAP act	mIAP block	APOBEC3G inh	A3A deaminase	NLRP3 yeast inh
O=C(Cn1ccc(C(F)(F)F)n1)N/N=C/c1ccc2c(c1)OCO2	10	-2	13	6	1.1	-6	-4	6	-5
Cc1ccc(NC(=O)Cn2c(=O)c3cccn3c3ccccc32)cc1	-35	-1	-5	-18	1	-4	-4	-3	9
CCOCCCNS(=O)(=O)c1ccc2c(c1)oc(=O)n2CC(=O)OCC	14	-2	11	8	0.92	8	-2	3	-2
C=CCn1cnc2scc(-c3ccccc3)c2c1=O	1	-2	22	0	1.2	-17	6	5	15
O=C(Nc1nccs1)c1ccc(Br)o1	-24	-3	3	21	1	-2	-4	0	41
CCCn1c(SCC(=O)NCCc2ccccc2)nnc1-c1cccnc1	-12	0	10	-16	0.96	4	2	0	11
Cc1cnc(NC(=O)c2cc3c(C)nn(-c4ccccc4)c3s2)s1	11	-3	21	-7	0.89	11	-9	-6	-2
CCC1(c2ccccc2)NC(=O)N(CC(=O)N(C)Cc2c(F)cccc2Cl)C1=O (stereo not drawn)	5	-1	-4	4	0.93	7	-14	-1	16
c1ccc2[nH]c(-c3ccc4c(c3)OCO4)nc2c1	-10	-4	26	13	1	-3	-3	-2	41
CCCn1c(SCC(=O)NCCc2ccccc2)nnc1-c1ccccn1	13	-1	20	-10	0.98	2	0	1	11
O=C(CCC(=O)c1cccs1)NNC(=O)c1ccc(Cl)cc1	-4	-3	-38	3	0.94	6	-7	-5	3
C[C@H](NC(=O)c1ccccc1Cl)C(=O)OC(C(=O)Nc1cc(C(F)(F)F)ccc1Cl)c1ccccc1 (stereo partly drawn)	-12	-3	17	14	1	0	-7	2	7
O=C(NCCO)C1CCN(S(=O)(=O)c2ccc(F)cc2)CC1	3	-2	6	4	0.97	3	-5	-3	-1
O=C(CCl)N(CCc1ccccc1)CCc1ccccc1	2	-4	-78	-35	0.97	2	-5	2	-2
COc1cc(/C=C2\SC(=O)NC2=O)ccc1Oc1cnccn1	-4	0	20	15	1	-4	-3	-1	28
O=C1c2ccccc2NC(c2ccccc2)N1CCCN1CCOCC1 (stereo not drawn)	8	-1	-3	-11	1	-4	-2	1	16
O=C1OC(NC(=O)c2ccccc2)C(n2cc(CO)nn2)=C1Cl (stereo not drawn)	-9	-4	21	5	1.1	-10	5	-4	7
O=C(NCc1cccs1)c1ccc([N+](=O)[O-])cc1	8	-2	3	16	0.98	2	-7	-2	16
O=C(O)CSc1nnc(-c2ccc(Cl)cc2Cl)n1-c1ccc(Cl)cc1	2	0	18	12	0.95	5	0	31	21
O=C(CCNC(=O)C1CCN(S(=O)(=O)c2ccc(F)cc2)CC1)NCCc1cccc(F)c1	-41	-4	10	-3	1	-3	-3	-3	0
O=C(N1CCCCCC1)N1CCN(C(=O)N2CCOCC2)CC1	2	0	-21	4	0.92	8	-2	0	6
COc1ccc(N2C(=O)CC(S/C(N)=N/N=C(\C)c3cccs3)C2=O)cc1 (stereo not drawn)	-6	-2	10	-4	1	-2	-5	1	0
Cc1ccc(Cn2c(SCC(C)C)nc3c2c(=O)n(C)c(=O)n3C)cc1	-2	-5	23	32	0.85	15	-7	-2	7
CC1CC(C)CN(c2ccc([N+](=O)[O-])nc2)C1 (stereo not drawn)	16	-2	-9	2	0.96	4	-9	-8	-1
C=CCn1c(SCc2nc3ccccc3c(=O)[nH]2)nc2sc3c(c2c1=O)CCCC3	2	-5	12	17	0.97	3	0	22	1
CC[C@H](C)[C@H](NC(=O)OCc1ccccc1)C(=O)OCC(=O)N(C)CC(=O)Nc1ccccc1Cl	-5	-3	24	23	0.93	7	1	-2	3
COC(=O)c1ccc(COc2cc(C)ccc2C)o1	8	-2	2	9	0.95	5	-7	0	22
Cc1ccc(Cl)cc1N1CCN(C(=O)CN(C2CCCCC2)S(C)(=O)=O)CC1	-23	-2	32	24	1	-4	-9	-3	10
CCn1c(-c2cccn(Cc3ccc(Cl)cc3Cl)c2=O)n[nH]c1=S	5	4	10	-7	0.95	5	30	-5	14
CCn1cc(CN2CCC(n3nccc3NC(=O)CCOc3ccccc3)CC2)c(C)n1	-2	-3	-4	-4	1.1	-12	-7	-4	13
Cc1ccc(C(=O)C2=C(O)C(=O)N(Cc3cccnc3)C2c2cccc(Oc3ccccc3)c2)o1 (stereo not drawn)	-16	-1	18	3	0.96	4	-3	-3	14
COc1ccc(C2C(C(=O)Nc3cccc(C)n3)c3ccccc3C(=O)N2C)cc1 (stereo not drawn)	-23	-1	28	18	1	-5	0	-2	3
CCOC(=O)C/C(C)=N/NC(=O)CNc1cccc(Cl)c1C	10	6	7	9	0.92	8	-8	-3	-9
Cc1cccc(N2CC(C(=O)Nc3nnc(SCC(=O)N4CCOCC4)s3)CC2=O)c1 (stereo not drawn)	5	0	2	6	0.92	8	-9	-5	5
COc1ccc(-c2nc(CSCC(=O)NCC3CCCO3)c(C)o2)cc1OC (stereo not drawn)	4	-3	14	6	0.82	18	-5	-1	-7
CCCN1CCN(CCCNC(=O)c2ccc(CS(=O)c3ccccc3C)o2)CC1 (stereo not drawn)	8	-1	9	-4	0.94	6	-6	-2	4
O=C(c1ccc(=O)[nH]n1)N1CCN(S(=O)(=O)c2ccccc2F)CC1	19	-4	-4	-7	0.89	11	-7	-3	17
N#C/C(=C(/O)COC(=O)c1ccccc1O)c1nc2ccccc2s1	-2	-5	8	3	0.88	12	-4	-2	4
O=C(CSc1nnnn1-c1ccc(F)cc1)NC1CCCCC1	14	0	10	8	0.93	7	-2	0	7
O=C(/C=C/c1ccccc1)Nn1cnnc1	24	3	7	9	0.85	15	-6	-3	1
Cc1ccc(N(C(=O)c2ccc3c(c2)OCO3)C2C=CS(=O)(=O)C2)cc1C (stereo not drawn)	-51	-1	8	10	0.95	5	-1	-1	5
CNc1nnc(SCC(=O)c2cc(C)n(C3CC3)c2C)s1	-2	-1	2	6	0.91	9	2	2	18
CCSCc1nnc(SCC(=O)Nc2nccs2)n1CC	6	3	-1	3	0.94	6	5	4	5
O=C(CCc1ccccc1)Nc1ccc(NC(=O)C2CCCCC2)nc1	-1	-2	14	3	0.97	3	-3	4	-6
CC(C)OCCCNC(=O)c1ccc2c(c1)ncn2C1CCCC1	-4	-1	17	-4	1.1	-6	-10	-2	18
COc1ccc(NC(=O)CSCC(=O)N(C)Cc2c(F)cccc2Cl)cc1	-13	-2	12	1	1	-1	-6	-1	14
Cc1ccc(S(=O)(=O)CCC(=O)NCCC2=CCCCC2)cc1	-10	4	4	-6	0.92	8	-8	1	12
Cc1cc(C)nc(NC(=O)c2ccc(OC(C)C)cc2)n1	16	0	11	0	0.93	7	0	5	9
COc1cccc(NC(=S)N2CCN(Cc3ccccc3)CC2)c1	-3	2	-3	1	0.97	3	-10	-3	-9
O=C(CSc1nnc(-c2ccncc2)o1)Nc1cccc(Cl)c1	-33	-3	-19	-1	1	-2	-7	-3	2
CCn1cc(C(=O)NCC(=O)NCCCN2CCOCC2)c(=O)c2cc3c(cc21)OCO3	18	-3	-4	1	0.9	10	-4	-1	7
Cc1nc2ncnn2c(C)c1CCC(=O)NC(C)CCc1ccco1 (stereo not drawn)	-13	-2	10	-3	1	0	-3	-1	4
O=C(CCCNC(=O)c1ccc(Cl)cc1)NCc1ccccc1Cl	-14	-3	-28	-30	0.97	3	-30	1	6
O=C(Cc1cccc(NC(=O)C2CCN(C(=O)C3CC3)CC2)c1)Nc1cccc(C(=O)N2CCCC2)c1	-9	0	-6	-8	1.1	-8	-5	2	4
CCN(CC(=O)Nc1ccc(NC(C)=O)cc1)C(=O)/C=C/c1ccc([N+](=O)[O-])cc1	6	-2	12	2	1	0	-6	-4	12
Cc1ccc(-c2csc(NC(=O)COc3ccc(N(C)S(=O)(=O)c4ccc(C)cc4)cc3)n2)cc1	1	0	14	3	1.1	-11	-7	-1	7
O=C(NCc1ccc2c(c1)OCO2)C1CCC(CNS(=O)(=O)c2cccc3nsnc23)CC1 (stereo not drawn)	17	5	1	5	0.98	2	-2	0	15
C=CCc1ccccc1OCC(O)CN1CCN(c2ccc(OC)cc2)CC1 (stereo not drawn)	11	-1	34	13	0.98	2	-2	-1	8
